Bioassay records from PubChem BioAssay.
PPARg SRC-3 ag – PPARgamma-driven SRC-3 recruitment agonism; biochemical PPARgamma/SRC-3 coactivator recruitment assay; activation, % at 8 µM; 0.26% of 200,000 active; in the data active means activation above about 23%;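 further: 0% = DMSO and 100% = reference agonist; some compounds past the cut are filed as inactive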
Target sequence (P37231 whole entry, looked up): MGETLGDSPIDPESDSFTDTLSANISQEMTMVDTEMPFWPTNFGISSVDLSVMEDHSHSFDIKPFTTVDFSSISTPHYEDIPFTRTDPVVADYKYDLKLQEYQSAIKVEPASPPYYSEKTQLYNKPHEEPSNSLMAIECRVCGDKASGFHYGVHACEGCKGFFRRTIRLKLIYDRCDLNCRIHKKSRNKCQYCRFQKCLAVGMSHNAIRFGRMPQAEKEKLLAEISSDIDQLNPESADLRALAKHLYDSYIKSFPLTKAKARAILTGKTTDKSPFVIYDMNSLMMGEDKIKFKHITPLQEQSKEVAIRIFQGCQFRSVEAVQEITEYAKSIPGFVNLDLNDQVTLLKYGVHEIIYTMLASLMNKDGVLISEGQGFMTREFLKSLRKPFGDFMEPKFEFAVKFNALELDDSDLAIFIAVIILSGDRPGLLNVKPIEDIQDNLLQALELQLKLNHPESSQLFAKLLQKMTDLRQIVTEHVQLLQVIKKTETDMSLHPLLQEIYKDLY
TNAP act hiacc – increases human TNAP activity under high phosphate acceptor concentration; AID 1136; purified TNAP, CDP-star luminescence, 1 M DEA, 30 min; hits give high values; 0 = EDTA background, 1 = DMSO-only activity; 200,000 tested, under 10 active; activation factor at 20 µM; P05186;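 active means activation factor at least 2 at 20 µM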
Target sequence (P05186 whole entry, looked up): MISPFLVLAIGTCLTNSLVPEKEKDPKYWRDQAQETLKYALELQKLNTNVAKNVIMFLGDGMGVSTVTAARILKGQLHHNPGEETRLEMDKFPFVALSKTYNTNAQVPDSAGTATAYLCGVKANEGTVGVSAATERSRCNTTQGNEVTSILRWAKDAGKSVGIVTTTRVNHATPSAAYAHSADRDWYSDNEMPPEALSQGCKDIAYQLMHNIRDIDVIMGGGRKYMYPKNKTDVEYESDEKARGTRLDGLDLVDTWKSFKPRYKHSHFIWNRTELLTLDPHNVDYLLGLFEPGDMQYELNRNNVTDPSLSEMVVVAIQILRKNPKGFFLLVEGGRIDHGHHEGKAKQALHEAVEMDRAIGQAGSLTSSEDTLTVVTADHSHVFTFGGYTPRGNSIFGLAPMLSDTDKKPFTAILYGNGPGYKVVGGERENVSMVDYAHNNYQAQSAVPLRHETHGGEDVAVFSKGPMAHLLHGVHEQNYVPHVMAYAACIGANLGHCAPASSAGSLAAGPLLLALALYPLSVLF
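system = human TNAP | amount = enzyme diluted 1/800 final | reagent = 100 µM CDP-star substrate | signal = luminescent substrate turnover signal | dosing = one dose, 20 µM | benchmarks = EDTA negative control, DMSO positive control | measure = activation factor | timing = 30 min reaction, room temperature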
PPARg SRC2 recr – PPARgamma-driven SRC-2 recruitment agonism. P37231. activation, % at 8 µM. AID 1032. 0.34% of 200,000 active. PPARgamma LBD-SRC-2 recruitment, biochemical; in the data active means activation above about 22%;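 further: 0% = vehicle and 100% = reference agonist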
TNAP inh noacc – TNAP (human) inhibition, acceptor-free conditions; P05186; purified TNAP, CDP-star luminescence, 30 min; inhibition, % at 20 µM; 0.26% of 200,000 active;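 active means tissue-nonspecific alkaline phosphatase inhibition above about 50% at 20 µM in the single-dose screen, limit read from the data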;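 further: 0% = DMSO negative control and 100% = EDTA positive control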
HMGR II inh – inhibitors of class II HMG-CoA reductase from Enterococcus faecalis. 0.41% of 190,000 active. inhibition, % at 10 µM. purified E. faecalis HMGR, NADPH absorbance 340 nm kinetic;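 active means inhibition above a set limit, the median over all tested compounds plus 3 SD, cut at about 9.5% in these data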;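 further: enzyme runs in reverse so mevalonate oxidation gives rising NADPH absorbance; 0% = complete reaction with DMSO and 100% = background rate lacking mevalonate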
TR-FRET SRC-2 ct – flags TR-FRET format artefacts in PPARgamma SRC-2 recruitment agonist screen; TR-FRET ratio at 8 µM; 0.4% of 200,000 active; TR-FRET artefact counter-screen; hits give high values; in the data active means TR-FRET ratio above about 2000; further: inactives centre near 1500
PPARg SRC-1 ag – agonists of human PPARgamma SRC-1 coactivator recruitment; P37231; PPARgamma-SRC-1 coactivator recruitment biochemical assay; activation, % at 8 µM; 0.41% of 200,000 active; AID 631; in the data active means activation above about 19%;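 further: 0% = DMSO and 100% = reference agonist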
TNAP inh hiacc – TNAP (human) inhibition, high acceptor; purified TNAP, CDP-star luminescence, 1 M DEA; inhibition, % at 20 µM; 0.03% of 200,000 active;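 active means over 50% inhibition of tissue-nonspecific alkaline phosphatase at 20 µM in the single-dose screen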;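 further: plate controls were DMSO wells for no effect and EDTA-quenched wells as full inhibition for full effect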
bIAP inhibitor – intestinal alkaline phosphatase (bovine) inhibition; purified bovine IAP, CDP-star luminescence, 30 min; inhibition, % at 20 µM; 190,000 tested, under 10 active;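 active means over 50% inhibition of intestinal alkaline phosphatase at 20 µM in the single-dose screen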
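test system = bovine IAP enzyme | medium = DEA buffer 100 mM, pH 9.8, with MgCl2 1.0 mM, ZnCl2 0.02 mM | detection = luminescence | dosing = single compound dose of 20 µM, 2% DMSO final | incubation = 30 min reaction at room temperature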
bIAP act – increases bovine intestinal alkaline phosphatase activity; purified bovine IAP, CDP-star luminescence, 30 min; hits give high values; fold of DMSO-control signal, blank-subtracted; activation factor at 20 µM; 0.17% of 200,000 active; AID 1016;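 active means activation factor of 2 or more at 20 µM, a signal rise over negative controls twice the positive control's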
* = called active by the depositor.

SMILES	PPARg SRC-3 ag	TNAP act hiacc	PPARg SRC2 recr	TNAP inh noacc	HMGR II inh	TR-FRET SRC-2 ct	PPARg SRC-1 ag	TNAP inh hiacc	bIAP inhibitor	bIAP act
Cc1ccc(C)n1-c1ccc(N(C)C)cc1	13	0.9	12	0	-1	1731	7	10	11	0.9
CCC(=O)Nc1ccc(NC(=S)NC(=O)Cc2ccccc2)cc1	-1	1.1	-8	-4	-7	1635	-8	-10	-1	1
COc1ccc(OC)c(N(CC(=O)Nc2cccnc2)S(C)(=O)=O)c1	5	1.1	17	-8	-9	1533	6	-5	7	0.9
CSc1ccc(NC(N)=S)cc1	0	1	-3	-7	-4	1583	12	3	3	1
COc1ccccc1N1CCN(C(=O)c2ccoc2C)CC1	4	1	-7	-7	0	1454	-3	2	1	1
CC(=O)CC(=O)Nc1ncc(C(F)(F)F)cc1Cl	0	1	-5	0	0	1626	9	-4	-6	1.1
COC(=O)Cc1cc(OC)c(OC)cc1S(=O)(=O)N(C)C	-1	1	2	8	-5	1688	-2	-3	-16	1.2
Cn1cc(SCC(=O)N2CCCc3ccccc32)c2ccccc21	0	1	-8	-1	-5	1517	-2	-2	2	1
COc1ccc(C2C=C(c3ccccc3)Nc3nc(CCCO)nn32)cc1 (stereo not drawn)	-15	1	5	24	-6	1216	0	1	-4	1
Cc1ccc(SCCC(=O)NCCSCc2ccco2)cc1	-3	1	2	-10	-7	1526	2	-3	30	0.7
COC(=O)c1ccccc1NC(=O)CC#N	-8	1.1	-1	-14	-8	1407	-3	-8	5	1
CC(=O)Nc1ccc(CN2CCN(Cc3ccc(F)c(F)c3)C(CCO)C2)cc1 (stereo not drawn)	-1	1	-7	0	-9	1414	3	-2	0	1
COc1cccc(C(=O)/C=C/Nc2cccc(O)c2)c1	-4	1	3	0	-10	1504	2	5	38	0.6
COc1ccccc1NS(=O)(=O)c1cc(NC(=O)c2cccs2)ccc1N1CCCCC1	3	1	-1	-1	2	1747	-6	-3	-9	1.1
N#C/C(=C\c1ccccc1Cl)C(=O)NC(=O)Oc1ccccc1	1	1	6	-12	0	1390	2	-1	9	0.9
COc1ccc(S(=O)(=O)N2CCCC2C(=O)n2nc(C)cc2C)cc1 (stereo not drawn)	-2	1	-4	-5	-4	1521	1	1	2	1
O=C(Cn1cnc2c(cnn2-c2ccc(Cl)cc2)c1=O)N1CCN(c2ccccc2)CC1	1	1	6	-7	1	1544	0	0	-12	1.1
COc1ccc(N2CCN(C(CNC(=O)C(=O)NCCCn3ccnc3)c3cccnc3)CC2)cc1 (stereo not drawn)	-3	1	2	-10	-1	1698	8	-3	-2	1
O=C(CSc1ncnc2c1nnn2-c1ccc(F)cc1)NCC1CCCO1 (stereo not drawn)	-5	1.1	-3	-10	-4	1577	1	-6	5	0.9
COC(=O)N/N=C/c1cn(CC(C)COc2ccccc2)c2ccccc12 (stereo not drawn)	-1	1	8	-14	0	1645	2	-1	9	0.9

Profiles from above. Order of screens: PPARg SRC-3 ag	TNAP act hiacc	PPARg SRC2 recr	TNAP inh noacc	HMGR II inh	TR-FRET SRC-2 ct	PPARg SRC-1 ag	TNAP inh hiacc	bIAP inhibitor	bIAP act
COC(=O)c1ccccc1NC(=O)CC#N across the screens: -8	1.1	-1	-14	-8	1407	-3	-8	5	1
Cc1ccc(SCCC(=O)NCCSCc2ccco2)cc1 across the screens: -3	1	2	-10	-7	1526	2	-3	30	0.7
CSc1ccc(NC(N)=S)cc1 across the screens: 0	1	-3	-7	-4	1583	12	3	3	1
COc1ccc(OC)c(N(CC(=O)Nc2cccnc2)S(C)(=O)=O)c1 across the screens: 5	1.1	17	-8	-9	1533	6	-5	7	0.9
COc1cccc(C(=O)/C=C/Nc2cccc(O)c2)c1 across the screens: -4	1	3	0	-10	1504	2	5	38	0.6

Other entries.
SMILES	PPARg SRC-3 ag	TNAP act hiacc	PPARg SRC2 recr	TNAP inh noacc	HMGR II inh	TR-FRET SRC-2 ct	PPARg SRC-1 ag	TNAP inh hiacc	bIAP inhibitor	bIAP act
Cc1cnc(NC(=O)CSc2nnc(Cc3ccccc3)o2)s1	3	1	6	-7	2	1618	12	2	7	0.9
COc1ccc(CNC(=O)CN(CC2CCCO2)C(=O)CNS(=O)(=O)c2ccc(F)cc2)cc1 (stereo not drawn)	-1	1.1	-2	-17	0	1798	2	-11	0	1
CCN(CC)C(=O)CSc1nc2ccccc2c(=O)n1-c1cccc(OC)c1	2	1	-5	-5	1	1540	-3	0	6	0.9
O=C(NCc1ccc(Cl)cc1)C1CCCO1 (stereo not drawn)	0	1	4	-7	-2	1622	-4	-4	2	1
COc1ccc(O)c(C2NC(CC(C)C)(C(=O)O)C3C(=O)N(Cc4ccccc4)C(=O)C23)c1 (stereo not drawn)	1	1	0	-10	-7	1489	1	-4	-18	1.2
C=CCN1C(=O)C(CC(=O)NCC)SC1=Nc1ccc(S(N)(=O)=O)cc1 (stereo not drawn)	-5	1	-2	-3	-2	1583	5	0	-3	1
O=S(=O)(c1cccc(-c2nnc3n2CCCCC3)c1)N1CCCC1	0	1	1	-11	-4	1351	-3	-4	6	0.9
CC(C)(C)c1ccc(-c2nnc(N)s2)cc1	2	1.1	6	-5	-1	1763	11	-6	5	0.9
CCOC(=O)COc1cc([N+](=O)[O-])cc2cccnc12	6	1	11	-2	-5	1520	6	-4	-1	1
Cc1ccc(N2C(=O)CCSC23C(=O)Nc2ccccc23)cc1 (stereo not drawn)	6	1.1	-6	-7	4	1492	-2	-6	-4	1
COc1ccc(-c2noc(CSc3nc(-c4ccccc4)cc(=O)[nH]3)n2)cc1	7	1	0	-11	-3	1426	3	-3	-9	1.1
CCOP(=O)(OCC)C(Nc1ccccc1)c1cc(OC)ccc1OC (stereo not drawn)	2	1	2	-19	0	1418	-3	-2	4	1
COc1cc(S(=O)(=O)Nc2ccccc2)ccc1N=Cc1c(C)[nH]n(-c2ccc(C)cc2)c1=O	-1	1	2	-22	2	1594	8	-4	12	0.9
COc1cc(/C=C/C(=O)OCC(=O)N2CCN(C(=O)c3ccco3)CC2)ccc1O	7	1	14	-9	-4	1641	10	-4	0	1
CCC(=O)Nc1ccc2oc(-c3ccccc3Br)nc2c1	9	1	-3	-2	1	1589	3	3	-1	1
CCOC(=O)c1c(NC(=O)CN2CCOCC2)sc(C(=O)NC)c1C	-2	1	14	-15	0	1610	8	-1	-10	1.1
CCOC(=O)c1cccc(NC(=O)CSc2nc3ccccc3c(=O)n2CC)c1	0	1	-2	-6	-4	1585	3	-1	15	0.8
Cc1cc(/C=N/Nc2nc(N3CCOCC3)nc(N3CCOCC3)n2)c(C)n1-c1ccccc1	3	1	1	-7	6	1629	8	-2	-21	1.2
O=C(CC1C(=O)N(Cc2ccccc2)C(=S)N1CCN1CCOCC1)Nc1ccc(F)cc1 (stereo not drawn)	2	1.1	5	-6	-3	1531	0	-5	-4	1
O=C(COc1nncc2ccccc12)Nc1ccc(Br)cc1F	-1	1	6	-22	-5	1574	3	-4	-6	1.1

7 neighbouring entries from above, for reference:
SMILES	PPARg SRC-3 ag	TNAP act hiacc	PPARg SRC2 recr	TNAP inh noacc	HMGR II inh	TR-FRET SRC-2 ct	PPARg SRC-1 ag	TNAP inh hiacc	bIAP inhibitor	bIAP act
Cc1ccc(N2C(=O)CCSC23C(=O)Nc2ccccc23)cc1 (stereo not drawn)	6	1.1	-6	-7	4	1492	-2	-6	-4	1
COc1ccc(-c2noc(CSc3nc(-c4ccccc4)cc(=O)[nH]3)n2)cc1	7	1	0	-11	-3	1426	3	-3	-9	1.1
CCOP(=O)(OCC)C(Nc1ccccc1)c1cc(OC)ccc1OC (stereo not drawn)	2	1	2	-19	0	1418	-3	-2	4	1
COc1cc(S(=O)(=O)Nc2ccccc2)ccc1N=Cc1c(C)[nH]n(-c2ccc(C)cc2)c1=O	-1	1	2	-22	2	1594	8	-4	12	0.9
COc1cc(/C=C/C(=O)OCC(=O)N2CCN(C(=O)c3ccco3)CC2)ccc1O	7	1	14	-9	-4	1641	10	-4	0	1
CCC(=O)Nc1ccc2oc(-c3ccccc3Br)nc2c1	9	1	-3	-2	1	1589	3	3	-1	1
CCOC(=O)c1c(NC(=O)CN2CCOCC2)sc(C(=O)NC)c1C	-2	1	14	-15	0	1610	8	-1	-10	1.1

Next section:
SMILES	PPARg SRC-3 ag	TNAP act hiacc	PPARg SRC2 recr	TNAP inh noacc	HMGR II inh	TR-FRET SRC-2 ct	PPARg SRC-1 ag	TNAP inh hiacc	bIAP inhibitor	bIAP act
Cc1ccc(C(=O)OCC(=O)Nc2nc(-c3ccccc3)cs2)cc1NC(=O)c1ccco1	-4	1	-1	3	2	1801	-12	2	0	1
O=[N+]([O-])c1ccc(Sc2cccc3cccnc23)c([N+](=O)[O-])c1	6	1	-4	1	-1	1520	-1	-2	31	0.7
COc1cc(-c2nc(-c3ccccc3)c(-c3cc([N+](=O)[O-])ccc3C)[nH]2)cc(OC)c1OC	4	1	13	1	-2	1729	9	1	9	0.9
Cc1scc(C(=O)NNC(=S)NCC(C)C)c1C	-5	1	-12	-152	-4	1243	-4	-2	-55	1.5
O=[N+]([O-])c1ccc(Sc2nnnn2-c2ccccc2)nc1	2	1.1	-3	-12	1	1523	8	-6	4	1
COc1ccc(C2CC(=O)c3cnc(Nc4cc(C)cc(C)c4)nc3C2)cc1 (stereo not drawn)	2	1.1	4	-2	-1	1713	4	-7	-6	1.1
N#Cc1nc(-c2ccc(Cl)cc2)oc1NCCc1ccccn1	-2	1	-4	9	-1	1390	-4	2	6	0.9
Cc1cc2nc(C)c(Cc3ccccc3)c(=O)n2[nH]1	8	1	10	-12	1	1456	4	-4	10	0.9
Cc1cccc(NC(=O)CCNS(=O)(=O)c2cccc3nsnc23)c1	-3	1	3	-9	2	1396	4	-1	20	0.8
Cc1nc(SCC(=O)c2ccc(F)cc2)c([N+](=O)[O-])[nH]1	0	1	4	0	1	1868	-3	-1	6	0.9
Cc1ccc(SCC(=O)NC(=O)NCCC(C)C)c(C)c1	-1	1	5	-6	-8	1652	9	-2	5	1
CC(C)C(=O)N1CCN(c2c(Cl)cccc2[N+](=O)[O-])CC1	0	1	3	-3	0	1495	-7	1	12	0.9
C=CCNC(=O)c1onc(CSc2cc(C)ccc2C)c1C(=O)O	7	1	1	-6	-1	1428	4	3	8	0.9
Cc1ccccc1OCCn1c(CCNC(=O)C(C)C)nc2ccccc21	-3	1	1	4	-7	1499	10	-1	2	1
c1ccc(N2CCN(c3cnc4ccccc4n3)CC2)cc1	1	1.1	0	-5	-2	1409	0	-7	-4	1
CSc1nsc(NC(=O)Cc2ccccc2)n1	12	1	6	-6	1	1655	2	-4	-2	1
